inhibitors of VEEV – inhibitors of VEEV TC-83 cytopathic effect, confirmation, Vero cells (AID 588727); hit rate 0.13% among 350,000; inhibition, % at 20 µM; hits with a dose series show IC50 in µM; Vero cells, VEEV TC-83 cytopathic effect inhibition; higher % means a stronger effect; in the data active = a potency from the dose series; inconclusive = inhibition mostly from about 14% at the one dose, without a potency; inactive = the rest, 99 in 100 with inhibition below about 12%; note: strong numbers were not always called active
M. tuberculosis HTS – M. tuberculosis growth inhibition, HTS (AID 449762) | hit rate 0.59% among 330,000 | M. tuberculosis H37Rv growth inhibition, 7H9 media; higher % means a stronger effect | inhibition, % at 25 µM, or IC50 in µM where a hit was titrated; in the data active = a potency from the dose series; inconclusive = inhibition above about 70% without an active follow-up result;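 note: bacterial growth assessed after seven days of incubation; strong numbers were not always called active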
M. tuberculosis – growth inhibition of non-replicating M. tuberculosis (AID 488890). Mycobacterium tuberculosis non-replicating, growth inhibition; higher % means a stronger effect. hit rate 0.39% among 320,000. one-dose inhibition, % at 25 µM; IC50 in µM for titrated hits; in the data active = a potency from the dose series; inconclusive = inhibition mostly from about 82% at the one dose, without a potency; inactive = the rest, 99 in 100 with inhibition below about 76%;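 note: plate controls were DMSO cells for no effect and high antibiotic wells for full effect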
PhoP GFP inhibition – Inhibition of PhoP regulon, Salmonella typhi GFP reporter cells, confirmation, 4 h (AID 1850). Salmonella Typhi PhoP-promoter GFP reporter, fluorescence, 4 h; higher % means a stronger effect. one-dose inhibition, % at 50 µM; IC50 in µM for titrated hits. hit rate 0.33% among 310,000; in the data active = a potency from the dose series; inconclusive = inhibition mostly from about 25% at the one dose, without a potency; inactive = the rest, 99 in 100 with inhibition below about 19%;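 note: 0% = induced wells with vehicle and 100% = uninduced wells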
H1N1 NS1A inhibition – NS1A inhibition, H1N1 influenza, cell based functional assay (AID 504329); hit rate 0.3% among 340,000; NS1A functional cell-based assay, percent inhibition; higher % means a stronger effect; inhibition, % at 12.5 µM, or IC50 in µM where a hit was titrated; in the data active = a potency from the dose series; inconclusive = inhibition above about 27% without an active follow-up result; note: strong numbers were not always called active
inhibitors of VEEV 10K pilot screen – also measured in inhibitors of VEEV; calls as there; inhibition, %; measured here: 10K pilot screen inhibition
* hit, by the source's call; i = inactive; ? = inconclusive; . = not tested or not shown. Random draw from the library; any-hit rate near 1.6%.

SMILES	inhibitors of VEEV	M. tuberculosis HTS	M. tuberculosis	PhoP GFP inhibition	H1N1 NS1A inhibition	others
COC(=O)/C(=C1/Oc2ccc(C)cc2S1)C(F)(F)F	0.6%	4%	6%	-9%	-2%
CC(=O)c1cccc(NCC(=O)N2CCN(S(=O)(=O)c3ccccc3)CC2)c1	1.1%	5%	8%	.	-18%
COc1ccc(NS(=O)(=O)c2ccc(C)c(C(=O)NCC(c3ccco3)N(C)C)c2)cc1 (stereo not drawn)	0.0%	-4%	19%	-3%	-1%
CN1CCN(c2oc(Cc3cccc4ccccc34)nc2C#N)CC1	1.0%	-3%	19%	-4%	26%
O=c1c2cccnc2[nH]c(=S)n1CCCN1CCN(c2ccc(F)cc2)CC1	?	1%	17%	-8%	7%
CCC1CCCCN1CCCNC(=O)c1ccc(CS(=O)(=O)Cc2ccc(Cl)cc2)o1 (stereo not drawn)	i	-4%	-3%	8%	-2%
Cc1ccc(C)c(OCc2cc(C(=O)N3CCC(N4CCCC(O)C4)CC3)no2)c1 (stereo not drawn)	1.5%	6%	27%	2%	2%
CCN(CC)Cc1c(C(=O)N2CCc3ccccc3C2)nc2ccc(Cl)cn12	3.6%	-3%	-6%	3%	-16%
CC(=O)OC1CCC2(C)C(CCC3C2CC(=O)C2(C)C3CC(N3CC3)C2C(C)=O)C1 (stereo not drawn)	i	.	.	.	-5%
Cc1ncsc1C(=O)N1CCCC(CNS(=O)(=O)c2cccs2)C1 (stereo not drawn)	0.8%	-4%	-1%	-9%	3%
Cc1noc(C)c1COc1ccc(C(=O)NNC(=O)c2ccccc2O)cc1	1.1%	2%	-2%	1%	-5%
CC1CCCN(c2ccc3nc4ccccc4c(=O)n3n2)C1 (stereo not drawn)	4.5%	2%	8%	-4%	-6%
N#CCCN(Cc1cccnc1)C(=S)NC1CC2C=CC1C2 (stereo not drawn)	i	-14%	1%	5%	-18%
CCOC(=O)c1cnc(SCC(=O)Nc2ccc3c(c2)OCCO3)nc1N	1.5%	17%	65%	-5%	6%
Cn1c(CNC(=O)c2ccco2)nnc1SCC(=O)c1ccc(Br)cc1	2.5%	-2%	8%	6%	-2%
COc1ccc(NC(=O)CN(C)S(=O)(=O)c2ccc3c(c2)c(=O)n(C)c(=O)n3C)cc1	i	-15%	-2%	-2%	6%
CC(=O)OCCNc1cc(SC(C)C)c2nonc2c1[N+](=O)[O-]	1.2%	-3%	66%	-15%	2%
CCOC(=O)[C@@H]1[C@H]2COc3cc(OC)ccc3[C@H]2N2C(=O)N(c3cccc(Cl)c3)C(=O)[C@]12C	i	4%	1%	-20%	-13%
O=C(O)COc1ccc(/C=N/O)cc1Br	1.6%	1%	-10%	1%	-5%
COc1ccccc1-c1nc(C(=O)NCC2CCCO2)cc2c1[nH]c1ccccc12 (stereo not drawn)	9.2%	-9%	30%	6%	9%
COc1ccc(CCNS(=O)(=O)c2ccc3c(c2)NC(=O)C(C)S3)cc1OC (stereo not drawn)	0.3%	-2%	2%	12%	8%
CCOC(=O)N1CCN(C(=O)COC(=O)COc2c(C)cc(C)cc2C)CC1	i	10%	-2%	-12%	-2%
CCCOc1ccc(C=Nc2ccc(OC)c(S(=O)(=O)N3CCOCC3)c2)c(O)c1	i	2%	-3%	.	3%
C=CCN(CC=C)Cc1ccc(C(=O)OC)o1	i	3%	4%	5%	2%
COc1ccccc1OCC(=O)NCCS(=O)(=O)N1CCN(c2ccccc2)CC1	3.3%	-6%	-6%	-1%	7%
Cn1c(SCC(=O)Nc2ccc(NC(=O)c3ccccc3F)cc2)nnc1-c1ccncc1	1.9%	-11%	0%	-9%	10%
CC(=N[C@@H]1CCCC[C@H]1N=C(C)c1ccccc1O)c1ccccc1O	1.1%	-4%	-14%	-1%	-1%
CCOC(=O)c1cc(-c2csc(Nc3c(C)cc(C)cc3C)n2)on1	14%	1.1µM*	?	-1%	-1%
O=C(Nc1ccc(-n2cnnn2)cc1)c1cc(S(=O)(=O)N2CCCC2)ccc1Cl	7.3%	.	.	.	-3%
COc1ccc(OCCC(=O)N2CCOCC2)cc1	0.5%	-9%	-19%	8%	-3%
O=C(c1ccc(CNS(=O)(=O)c2ccc(Br)cc2)cc1)N1CCCCC1	0.1%	-6%	0%	-3%	2%
Cc1cc(Cl)ccc1NC(=S)NCc1ccco1	1.1%	2%	66%	-6%	3%
O=C(NC1CCCCCC1)C(=S)NC1CCCCC1	0.9%	1%	-7%	-10%	-6%
O=C(O)c1cc(-c2cccs2)nn1-c1ccccc1	0.3%	-2%	1%	0%	-1%
Cc1ccccc1NC(=S)NCCc1ccccc1	0.8%	4%	?	-1%	-6%
c1ccc([C@H]2CC3C[C@@H](c4ccccc4)N2O3)cc1	0.1%	0%	-38%	17%	-5%
Cc1cc(F)ccc1S(=O)(=O)N1CCCOC1CNC(=O)C(=O)NCC(C)C (stereo not drawn)	0.8%	-17%	-1%	-7%	-11%
CCOc1cc(C)nc(N2CCC(C(=O)Nc3ccccc3OCC)CC2)n1	i	-3%	-1%	-2%	-3%
Cc1csc(NC(=O)c2ccc(COc3ccccc3)o2)n1	4.8%	4%	?	-3%	7%
N/C(=N\OC(=O)CCC1CCCC1)c1cccc([N+](=O)[O-])c1	1.6%	90%	67%	-15%	24%
CC(C)N(C(=O)COC(=O)c1ccccc1C(=O)N1CCN(c2ccc(F)cc2)CC1)C(C)C	0.7%	7%	7%	-3%	3%
COc1ccc(N(CC(=O)NCc2ccc(Cl)cc2)S(=O)(=O)c2c(C)nn(C)c2C)cc1	2.3%	-3%	0%	-2%	-8%
COc1ccccc1OCCSc1nc(C)c(Cc2ccccc2)c(=O)[nH]1	.	0%	7%	17%	.
O=c1ccc2ccc(O)cc2o1	0.9%	.	.	.	-9%
CC1CC(CC(=O)NNc2nc(-c3ccccc3)cs2)C(=O)O1 (stereo not drawn)	2.6%	?	5%	0%	-11%
COc1cc(NC(=O)c2cc(C(C)C)on2)cc(OC)c1OC	10%	7%	10%	7%	1%	inhibitors of VEEV 10K pilot screen=3.5
CC1C2CC(C/C2=N/NC(=O)c2cccs2)C1(C)C (stereo not drawn)	i	-3%	?	-1%	-1%
Cc1nc(N)sc1-c1csc(Nc2ncccn2)n1	?	.	.	.	2%
Cc1cc(C(=O)Nc2ccc(C)c(S(=O)(=O)N3CCOCC3)c2)c2ccccc2n1	10%	-3%	22%	.	0%
O=C(/C=C/Nc1cccc([N+](=O)[O-])c1)c1cccs1	2.9%	4%	11%	11%	16%
N/C(=N\OC(=O)Cc1cccc2ccccc12)c1ccccn1	8.5%	22%	37%	0%	-13%
CCn1nc(C(=O)OCC(=O)N(CCC#N)c2ccccc2)c2ccccc2c1=O	0.7%	-2%	6%	.	-7%
CN(C)C(=O)CN1c2cccc3cccc(c23)S1(=O)=O	3.3%	-2%	6%	-6%	-28%
C=CCSc1nnc(Cc2cc(=O)[nH]c(=O)[nH]2)n1-c1cc(C)ccc1C	2.4%	2%	4%	-2%	-6%
COc1cc(NC(=O)CN2C3CCC2CC(O)(c2cccnc2)C3)cc(OC)c1 (stereo not drawn)	0.5%	-1%	2%	-22%	21%
CC(C)N(C(=O)CSc1n[nH]c(=O)n1CCc1ccccc1)C(C)C	2.5%	3%	-3%	-7%	2%
O=C(COc1ccc(F)cc1)Nc1nccs1	1.4%	-2%	.	-4%	1%
CCOC(=O)c1nc(C)n(-c2ccc(Cl)cc2Cl)n1	i	-8%	27%	0%	2%
O=C(Nc1ccccc1N1CCOCC1)c1ccc2c(c1)C(=O)N(Cc1ccncc1)C2=O	0.4%	-5%	-1%	-2%	6%
CC(=O)N1CC(C)Sc2ccc(S(=O)(=O)NCCc3ccc(C)cc3)cc21 (stereo not drawn)	1.4%	0%	15%	3%	-3%

Following part.
SMILES	inhibitors of VEEV	M. tuberculosis HTS	M. tuberculosis	PhoP GFP inhibition	H1N1 NS1A inhibition	others
COc1ccc(NC(=O)c2ccc([N+](=O)[O-])cc2[N+](=O)[O-])c(OC)c1	i	8%	31%	-2%	-1%
COc1ccc(NS(=O)(=O)c2ccc(C)c(C(=O)N(C)Cc3ccc(C)cc3)c2)cc1	5.5%	1%	13%	-3%	9%
COc1ccccc1N(Cc1cc(=O)[nH]c2ccccc12)C(=O)c1ccc([N+](=O)[O-])cc1	5.1%	-7%	-2%	21%	3%
O=C(c1cc(COc2cccc(C(F)(F)F)c2)on1)N1CCc2ccccc2C1	3.0%	61%	26%	-6%	21%
COc1ccc(CN(C)C(=O)CNC(=O)c2sc3ccccc3c2Cl)c(OC)c1OC	4.8%	.	.	.	-6%
CCOC(=O)N1CCN(C(=O)CN(Cc2ccc(Cl)cc2)S(=O)(=O)c2ccc(C)cc2)CC1	1.4%	0%	8%	-5%	0%
Cn1c(N)c(C(=O)CCl)c(=O)n(C)c1=O	8.0%	9%	-4%	5%	6%
COc1ccccc1C(=O)OCC(=O)N1CCC(Cc2ccccc2)CC1	2.3%	6%	71%	.	-2%
CN1/C(=C\C(=O)COC(=O)c2ccco2)C(C)(C)c2ccccc21	i	1%	65%	2%	4%
N#C/C(=C\c1cn(Cc2cccc(F)c2)c2ccccc12)C(=O)NCc1ccco1	1.9%	8%	14%	-4%	9%
NC(=O)NC(=O)COC(=O)c1ccc(OC(F)(F)F)cc1	i	1%	4%	-7%	-16%
C=CCn1cc(C(=O)NCc2ccco2)c(=O)c2cc(S(=O)(=O)N3CCCCCC3)ccc21	i	-13%	20%	-2%	2%

Entries shown so far containing fluorine, in the order listed:
SMILES	inhibitors of VEEV	M. tuberculosis HTS	M. tuberculosis	PhoP GFP inhibition	H1N1 NS1A inhibition	others
COC(=O)/C(=C1/Oc2ccc(C)cc2S1)C(F)(F)F	0.6%	4%	6%	-9%	-2%
O=c1c2cccnc2[nH]c(=S)n1CCCN1CCN(c2ccc(F)cc2)CC1	?	1%	17%	-8%	7%
Cn1c(SCC(=O)Nc2ccc(NC(=O)c3ccccc3F)cc2)nnc1-c1ccncc1	1.9%	-11%	0%	-9%	10%
Cc1cc(F)ccc1S(=O)(=O)N1CCCOC1CNC(=O)C(=O)NCC(C)C (stereo not drawn)	0.8%	-17%	-1%	-7%	-11%
CC(C)N(C(=O)COC(=O)c1ccccc1C(=O)N1CCN(c2ccc(F)cc2)CC1)C(C)C	0.7%	7%	7%	-3%	3%
O=C(COc1ccc(F)cc1)Nc1nccs1	1.4%	-2%	.	-4%	1%
O=C(c1cc(COc2cccc(C(F)(F)F)c2)on1)N1CCc2ccccc2C1	3.0%	61%	26%	-6%	21%
N#C/C(=C\c1cn(Cc2cccc(F)c2)c2ccccc12)C(=O)NCc1ccco1	1.9%	8%	14%	-4%	9%
NC(=O)NC(=O)COC(=O)c1ccc(OC(F)(F)F)cc1	i	1%	4%	-7%	-16%

Further results follow:
SMILES	inhibitors of VEEV	M. tuberculosis HTS	M. tuberculosis	PhoP GFP inhibition	H1N1 NS1A inhibition	others
Cc1ccc(C(C(=O)NC2CCCCC2)N(CCCN2CCOCC2)C(=O)c2snc(C(N)=O)c2N)cc1 (stereo not drawn)	i	-11%	-5%	-9%	11%
COc1cccc(/C=N/n2c(-c3cccs3)n[nH]c2=S)c1	0.4%	2%	-12%	9%	-30%
Cc1nc(SCC#N)c2c3c(sc2n1)CCC3	i	4%	-8%	7%	2%
COc1ccc(C)cc1S(=O)(=O)N1CCN(S(=O)(=O)c2cc(C)ccc2OC)C(C)C1 (stereo not drawn)	3.2%	-15%	16%	2%	8%
Cc1c(C2(O)CCCCC2)[nH]c2cc(C(F)(F)F)ccc12	4.1%	15%	36%	.	10%
CCOC(=O)c1cnc2nc(SCc3ccccc3Cl)[nH]n2c1=O	i	4%	7%	-12%	.
CCNC(=S)SCCOc1ccc(C)cc1	0.5%	4%	?	-3%	-9%
CN(CC(=O)NCC(=O)Nc1ccc(F)cc1)CC(=O)Nc1ccc(Cl)c(C(F)(F)F)c1	6.3%	.	.	.	-20%
O=c1c2ccccc2ncn1Cc1ccccc1	2.5%	-2%	10%	-2%	-2%
O=C(NCCCNc1ccc([N+](=O)[O-])cc1Cl)c1ccccc1F	i	51%	18%	-2%	7%
CNC[C@@H]1Oc2ccc(NC(=O)Nc3cccc4ccccc34)cc2C(=O)N([C@@H](C)CO)C[C@@H]1C	.	-4%	24%	.	.
COc1ccc(OC)c(NC(=O)COC(=O)c2c(C)noc2C)c1	2.2%	1%	-22%	.	-6%
CC1CCN(S(=O)(=O)c2ccc3c(ccn3CC(=O)O)c2)CC1	2.0%	9%	11%	-2%	-1%
CCOC(=O)C1CCN(C(=O)c2cc(COc3ccc(F)cc3F)on2)CC1	1.1%	?	78%	-5%	20%
Cc1ccc(-c2nc3ncccc3o2)cc1NC(=O)c1cccs1	0.1%	6%	37%	-9%	-15%

High-throughput results from PubChem.
